Compound activity (PubChem)
Growth percent in the NCI-60 one-dose screen (48 h, 10 µM unless noted): 100 = growth as untreated, 0 = no growth, -100 = all killed.
NCI-H226: NCI-H226 lung cancer | 79,000 compounds, 3.5% hits
A498: A498 renal cancer cells; 76,000 compounds, 5.4% hits
NCI-H522: NCI-H522 lung cancer. 78,000 compounds, 8% hits
NCI-H23: NCI-H23 lung cancer. 80,000 compounds, 4% hits. AID 1794731
NCI-H460: NCI-H460 lung cancer. 82,000 compounds, 6.8% hits
ACHN: ACHN renal cancer. 81,000 compounds, 4.9% hits
NCI/ADR-RES: NCI/ADR-RES ovarian cells; AID 1794790; 81,000 compounds, 4.4% hits
RXF 393: RXF 393 renal cancer cells; 77,000 compounds, 6.9% hits
CAKI-1: CAKI-1 renal cancer; 75,000 compounds, 4.7% hits
* hit, by the source's call; / = no result given; & = joins results of further samples. How the source made its calls: active means growth percent below 10; inactive means the rest.

cpd	Compound	NCI-H226	A498	NCI-H522	NCI-H23	NCI-H460	ACHN	NCI/ADR-RES	RXF 393	CAKI-1
1	CC1=CC(C)(C)OC(=O)C1	96	105	99	119	111	108	109	96	100
2	CCSc1nc(-c2cc(OC)ccc2OC)cc(-c2ccc(Cl)cc2)c1C#N	59	38	51	84	78	53	71	72	59
3	COc1ccc(Cl)[n+]([O-])n1	104	101	102	112	110	102	118	124	/
4	FC(F)(F)c1nn(-c2ccccc2)c2c1-c1ccccc1CS2	105	99	92	101	110	107	109	107	87
5	C=C1CC[C@@H]2[C@](C)(COC(C)=O)[C@H](OC(C)=O)CC[C@@]2(C)[C@@H]1CC(Nc1ccc(S(=O)(=O)Nc2ncccn2)cc1)C1=CCOC1=O (stereo not given in full)	-17*	79	-68*	30	18	-56*	16	-70*	50
6	COc1cc(-c2cc(-c3ccc([N+](=O)[O-])cc3)nc3nc(NN)[nH]c(=O)c23)cc(OC)c1OC	87	91	87	92	101	/	96	106	/
7	CCc1ccc(C2=C(O)C(=O)C(c3ccc(CC)cc3)=C(O)C2=O)cc1	-4.0*	-31*	-21*	-17*	-20*	-9.4*	-18*	/	/
8	COc1ccc(-c2nnc3c(/C=C/c4cccc([N+](=O)[O-])c4)nc4ccccc4n23)cc1	86	105	89	/	86	97	98	109	84
9	CC1(C)CC[C@]2(C(=O)O)CC[C@]3(C)C(=CC[C@@H]4[C@@]5(C)C[C@@H](Cc6cn([C@@H]7O[C@H](CO)[C@@H](O)[C@H](O)[C@H]7O)nn6)[C@H](O)C(C)(C)[C@@H]5CC[C@]43C)[C@@H]2C1	98	99	106	104	106	100	105	106	98
10	COc1ccc(C2CC(c3ccc(Nc4ccnc5cc(Cl)ccc45)cc3)=NN2C=O)cc1 (stereo not given)	90	101	67	77	80	48	52	77	59
11	COc1ccc(-n2c(NC(=O)N3CCN(C)CC3)c(C#N)c3ccccc32)cc1	11	139	61	34	31	22	60	-9.3*	15
12	COCc1nc2ccccc2[nH]1	100	104	96	103	106	100	99	117	93
13	Cc1ccc(NC(=O)c2ccc(Nc3ncnc4c3cnn4-c3cccc(Br)c3)cc2)cc1	80	32	82	87	81	80	81	77	45
14	CCCCCCCCCCCCCCCCCC[S+](C)CC (stereo not given)	17	63	30	36	34	16	85	-81*	67
15	Cc1ccc(COc2ccc(NC(=O)c3ccc4nc(NC(=O)c5ccc(NCCc6ccccc6)c([N+](=O)[O-])c5)sc4c3)cc2)cc1	86	113	82	94	106	103	98	90	81
16	Cc1c(C#N)c(N)n(CCN2CCNCC2)c1C	96	65	90	98	110	104	103	114	92
17	CC(C)c1ccc(C(=O)OC2CCCCC2)cc1	/	72	79	96	103	103	92	104	99
18	CCCc1n(Cc2ccc3ccccc3c2)c2ccccc2[n+]1Cc1ccc2ccccc2c1	-4.4*	-17*	-60*	-13*	-76*	3.7*	79	-79*	/
19	Cc1ccc(S(=O)(=O)CCC(=O)Nc2ccc(S(N)(=O)=O)cc2)cc1	107	120	93	106	112	107	111	116	92
20	CCOc1ccc(Br)cc1/C=C1\N=C(c2ccccc2)OC1=O	94	113	69	77	58	12	82	81	50

Record cards (already shown). Order of screens: NCI-H226 | A498 | NCI-H522 | NCI-H23 | NCI-H460 | ACHN | NCI/ADR-RES | RXF 393 | CAKI-1
Cc1ccc(COc2ccc(NC(=O)c3ccc4nc(NC(=O)c5ccc(NCCc6ccccc6)c([N+](=O)[O-])c5)sc4c3)cc2)cc1 reads 86 | 113 | 82 | 94 | 106 | 103 | 98 | 90 | 81
COc1ccc(C2CC(c3ccc(Nc4ccnc5cc(Cl)ccc45)cc3)=NN2C=O)cc1 (stereo not given) reads 90 | 101 | 67 | 77 | 80 | 48 | 52 | 77 | 59

Entries 17 to 20, quoted:
cpd	Compound	NCI-H226	A498	NCI-H522	NCI-H23	NCI-H460	ACHN	NCI/ADR-RES	RXF 393	CAKI-1
17	CC(C)c1ccc(C(=O)OC2CCCCC2)cc1	/	72	79	96	103	103	92	104	99
18	CCCc1n(Cc2ccc3ccccc3c2)c2ccccc2[n+]1Cc1ccc2ccccc2c1	-4.4*	-17*	-60*	-13*	-76*	3.7*	79	-79*	/
19	Cc1ccc(S(=O)(=O)CCC(=O)Nc2ccc(S(N)(=O)=O)cc2)cc1	107	120	93	106	112	107	111	116	92
20	CCOc1ccc(Br)cc1/C=C1\N=C(c2ccccc2)OC1=O	94	113	69	77	58	12	82	81	50

Looked up above:
In ACHN, compound 19 shows 107
In RXF 393, compound 3 shows 124
In A498, compound 4 shows 99
In ACHN, compound 10 shows 48
In RXF 393, compound 6 shows 106

Next section.
cpd	Compound	NCI-H226	A498	NCI-H522	NCI-H23	NCI-H460	ACHN	NCI/ADR-RES	RXF 393	CAKI-1
21	C#CCC#CCN1CCC[C@H]1C(=O)NCC(=O)OC	104	129	100	97	112	101	96	105	102
22	O=C1OC(N(Cc2ccc(Cl)cc2)c2ccccc2)c2ccccc21 (stereo not given)	93	90	66	100	111	108	105	125	103
23	COc1ccc(C(=O)CCC(=O)O)c2c(OC)cccc12	102	87	94	98	108	103	107	100	95
24	CCOc1cc(Cl)c(C(C)NC(=O)c2ccccc2)cc1OCC (stereo not given)	/	93	94	83	96	94	84	111	86
25	Nc1ccc(C2=NN(C(=O)c3cc(-c4ccc(Cl)cc4)nc4ccccc34)C(c3ccccc3)C2)cc1 (stereo not given)	53	30	24	44	19	52	13	-3.6*	/
26	CCCCN(CCCC)CCCn1c(=O)c2sc3ncccc3c2n2nnc(-c3ccccc3)c12	105	117	90	101	105	97	108	111	-88*
27	CCNCC[C@H](O)CNCCCCNC[C@@H](O)CCNCC	111	115	90	77	98	90	84	109	/
28	C/C(=N\Nc1ccc([N+](=O)[O-])cc1[N+](=O)[O-])c1ccc(Br)cc1	97	102	86	103	99	105	106	106	98
29	O=C(Nc1ccccc1)c1ccc(COc2ccccc2)o1	107	122	80	102	111	106	95	105	98
30	Cn1c(-c2ccccc2)c(C(C[N+](=O)[O-])c2cccs2)c2ccccc21 (stereo not given)	57	/	58	79	96	89	80	83	69
31	CCn1c2c(c3ccccc31)CC1CN(Cc3ccco3)C(=O)C1C2C(=O)O (stereo not given)	103	101	89	98	103	106	103	116	93
32	COc1ccc(CN2C(=O)C(Cl)=C(Nc3cccc(C(F)(F)F)c3)C2=O)cc1	50	58	41	37	22	52	39	24	37
33	O=C(Nc1ccccc1)C1CN(Cc2ccccc2)CCS1 (stereo not given)	108	/	86	97	/	108	95	114	/
34	CC(=O)Nc1ccccc1C(=O)O	97	80	100	106	108	108	106	112	103
35	CCCCn1c(SCCc2c[nH]c3ccccc23)nnc1-c1ccncc1	95	89	97	100	105	100	94	104	91
36	Cc1n[nH]c(=O)[nH]c1=O	102	125	101	115	105	101	106	/	106
37	Cn1ncc2cc3c(Nc4ccc(Cl)cc4)cccc3nc21	94	75	84	86	90	90	89	90	89
38	Cc1ncc(C(=O)Nc2ccc(CN3CCN(C)CC3)c(C(F)(F)F)c2)cc1C#Cc1cnc(NC2CC2)c2ncccc12	40	-60*	-76*	-71*	/	-100*	-42*	-91*	-0.6*
39	CCCCCC(CC)(C(=O)OCC)C(=O)OCC	109&108	107	103&106	98&103	99&107	108&106	96&115	113&114	109&101
40	Nc1ccc2c(c1)C(=O)c1cc(N)c(Cl)cc1-2	102	116	101	102	107	83	110	105	71

cpd	Compound	NCI-H226	A498	NCI-H522	NCI-H23	NCI-H460	ACHN	NCI/ADR-RES	RXF 393	CAKI-1
41	CCOC(=O)c1cnc2c(-c3ccc(Cl)c(Cl)c3)cnn2c1	80	83	67	82	100	104	59	80	67
42	COc1ccc(S(=O)(=O)N2CCN(c3cc4c(cc3F)c(=O)c(C(=O)O)cn4C3CC3)CC2)c(OC)c1	89	75	91	97	99	95	102	102	82
43	COc1cc2nc(N3CCCC3)nc(NCc3ccccc3)c2cc1OC	90	36	73	82	79	62	72	36	66
44	Cn1c(=O)c2c(nc(C(O)c3ccccc3)n2C)n(C)c1=O (stereo not given)	109	/	/	99	119	114	108	119	105
45	CC(C)N(CCNc1nc(C(Cl)(Cl)Cl)nc2cc(Cl)ccc12)C(C)C	0.5*	/	-68*	-0.6*	-46*	-36*	/	-19*	-84*
46	CCc1ccn2c(=O)c(C)cnc2c1	84	101	89	97	108	104	98	110	/
47	COc1ccc(N2C(=O)C(=S)N(c3ccc(OC)cc3)C2=O)cc1	106	108	84	109	109	98	114	113	83
48	COc1cc(/C=C/C(=O)CC(=O)/C=C/c2cc(Br)c(OC)c(OC)c2)cc(Br)c1OC	/	98	93	100	109	109	99	114	105
49	FC(F)(F)c1ccc(-c2cnc(Cl)nc2NC2CCCCCC2)cc1	42	90	-6.1*	26	26	5.7*	74	31	67
50	CCCCN(CCCC)CCCC	98	106	84	96	110	/	99	117	/
51	CC(=O)c1cc2c(cc1Cl)C(C)(C)CCC2(C)C	101	100	96	99	111	94	103	111	100
52	CNC(=S)NC	113	93	119	111	100	101	107	111	116
53	NC(=O)/C(=C\c1ccc([N+](=O)[O-])o1)c1ccco1	/	101	108	88	84	93	98	88	/
54	COC(=O)C(Br)C(O)c1ccccc1 (stereo not given)	104	109	104	93	104	100	108	101	92
55	CN(c1ccc(C2=NCCN2)cc1)S(=O)(=O)c1cccc2c(S(=O)(=O)N(C)c3ccc(C4=NCCN4)cc3)cccc12	93	104	98	99	100	108	101	105	/
56	CC(C)[C@@H](C)/C=C/[C@@H](C)[C@H]1CC[C@H]2C3=C[C@@H](O)[C@@]4(O)C[C@@H](O)CC[C@]4(C)[C@@]3(O)CC[C@]12C	97	95	66	100	107	100	104	104	91
57	CSC(=N\N=C\c1ccc(N(C)C)cc1)/N=C/N(C)C	90	97	107	112	95	101	119	95	104
58	O=C(Nc1ccc(F)cc1)Nc1ccc(-c2cc(C(=O)Nc3ccccn3)c3ncccc3n2)cc1	82	75	96	103	91	105	102	108	100
59	COc1cc2ncn3c(=O)c4c5c(sc4nc3c2cc1OC)CCCCC5	74	91	100	89	100	94	92	105	/
60	CN1CCCCC1CCN1C(=O)c2ccccc2C1=O (stereo not given)	96	115	75	93	108	108	104	111	95

cpd	Compound	NCI-H226	A498	NCI-H522	NCI-H23	NCI-H460	ACHN	NCI/ADR-RES	RXF 393	CAKI-1
61	CC(=O)OCCOCCOC(C)=O	/	106	105	100	102	105	107	116	92
62	Cc1c2cnccc2c(C)c2c1c1cc(CO)ccc1n2C	-69*	-67*	-73*	-46*	-32*	-36*	-25*	-85*	-28*
63	Fc1ccc(COc2ccc(Nc3ncnc4onc(-c5ccccc5)c34)cc2)cc1	/	54	77	96	97	98	92	92	87
64	Nc1cccc(-c2nc3sccn3c2-c2ccnc(NCCCNS(=O)(=O)c3ccc(C(F)(F)F)cc3)n2)c1	3.0*	11	8.7*	4.9*	3.0*	6.3*	0.1*	20	18
65	O=S(=O)(NC1c2ccccc2Oc2ccccc21)c1ccc(Cl)cc1	95	99	31	96	108	80	94	80	88
66	O=C(Cn1cnc2c(cc(-c3ccccc3)n2-c2ccncc2)c1=O)Nc1ccccc1	103	111	103	100	117	113	102	105	99
67	Nc1cccc(-c2nc3sccn3c2-c2ccnc(NCCCNS(=O)(=O)c3ccc(Br)cc3)n2)c1	105	99	95	102	106	104	101	102	94

Outcome played no part in choosing rows; any-hit rate near 12%.
